Assay outcomes (PubChem)
Bcl-B TR3 displacers: displacers of TR3 peptide from Bcl-B, primary screen, selectivity assay for Bfl-1 inhibitor project, biochemical, fluorescence polarization; hit rate 0.11% among 96,000; displacement, % at 20 µM; hits with a dose series show IC50 in µM; AID 748; FP displacement of FITC-TR3 peptide from Bcl-B; higher % means a stronger effect;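 active = displacement above 50% at 20 µM plus a fluorescence interference ratio under 1.5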;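 also: plate controls were wells without compound for no effect and wells lacking Bcl-B protein for full effect; a part of the inactive calls stands beside numbers as strong as those of hits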
MRP resist rev: MRP-mediated drug resistance reversal | H69AR cells + 2 uM doxorubicin, CellTiter-Glo, 72 h | AID 602 | differential viability (reversal), % at 10 µM | hit rate 0.04% among 85,000;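 active = viability drop by adding the cancer drug above about 55%, with treated viability meeting a 40% cutoff, limit read from the data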;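 also: viability without doxorubicin minus viability with 2 µM doxorubicin for each compound; larger differential means the compound sensitizes cells more to doxorubicin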
IL1B NFkB pot: enhances IL-1B driven NFkB nuclear translocation. AID 819. hit rate 0.3% among 94,000. HUVEC IL-1B NFkB p65 nuclear translocation imaging. activation, % at 2 µM;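 active = activation above 40%, about the mean plus 3 SD, also judged a hit on visual image review; inconclusive = activation above 40% but not a hit on visual review; inactive = activation not above 40% and no visual hit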;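 also: percent activation is computed from the nuclear over cytoplasmic p65 intensity ratio; values of inactives mirror those of a sister screen read the other way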
PLAP inhibition: inhibition of human placental alkaline phosphatase – biochemical, luminescence, HTS (AID 690) | purified PLAP, luminescent substrate; higher % means a stronger effect | one-dose inhibition, % at 20 µM; IC50 in µM for titrated hits | hit rate 0.08% among 96,000; in the data active = a potency from the dose series; inactive = the rest, 99 in 100 with inhibition below about 30%; also: strong numbers were not always called active
NFkB transloc inh: blocks IL-1B driven NFkB nuclear translocation in HUVEC cells; inhibition, % at 2 µM; hit rate 0.43% among 94,000; HUVEC IL-1B NFkB p65 nuclear translocation imaging; AID 796;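 active = inhibition above about 30% together with a positive call from visual inspection of the well image, limit read from the data; inconclusive = inhibition above a set limit but visual check negative; inactive = inhibition not above a set limit, visual check negative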;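 also: nuclear over cytoplasmic p65 intensity ratio measured by imaging; 0% = IL-1B stimulated DMSO wells and 100% = unstimulated DMSO wells; values of inactives mirror those of a sister screen read the other way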
MRP resist rev cytotoxicity: further read-out of MRP resist rev, marked with its call; viability, %; H69AR cells, CellTiter-Glo, 72 h; measured here: cytotoxicity without doxorubicin
MRP resist rev with doxorubicin: also measured in MRP resist rev; calls as there; viability, %; measured here: viability with 2 uM doxorubicin; stronger effect = lower value
NFkB transloc inh cell count 2 µM: second read-out of NFkB transloc inh, no call of its own (marks repeat the call); cell count; measured here: cells passing quality filter;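 raw number of nuclei counted in each imaged well without normalization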
IL1B NFkB pot cell count 2 µM: further read-out of IL1B NFkB pot, marked with its call; cell count; measured here: cells passing quality filter
Active calls of the source: *; ? = inconclusive; . = no result given. The list is partial; rates above refer to the full screens.

The first 2 compounds, ahead of the listing:
SMILES	Bcl-B TR3 displacers	MRP resist rev	MRP resist rev cytotoxicity	MRP resist rev with doxorubicin	IL1B NFkB pot	IL1B NFkB pot cell count 2 µM	PLAP inhibition	NFkB transloc inh	NFkB transloc inh cell count 2 µM
CCNC(=S)N/N=C/c1cccs1	0%	.	.	.	11	169	-17%	-11	169
COc1cc2nc(C3CCC3)n(NC(=O)COc3ccccc3)c(=O)c2cc1OC	0%	-18	73	90	.	.	1%	.	.

The whole of this part, from the first entry:
SMILES	Bcl-B TR3 displacers	MRP resist rev	MRP resist rev cytotoxicity	MRP resist rev with doxorubicin	IL1B NFkB pot	IL1B NFkB pot cell count 2 µM	PLAP inhibition	NFkB transloc inh	NFkB transloc inh cell count 2 µM
CCNC(=S)N/N=C/c1cccs1	0%	.	.	.	11	169	-17%	-11	169
COc1cc2nc(C3CCC3)n(NC(=O)COc3ccccc3)c(=O)c2cc1OC	0%	-18	73	90	.	.	1%	.	.
O=c1oc2cc(O)ccc2c2c1CCCC2	0%	-2	90	92	8	153	-5%	-8	153
O=S(=O)(NCCc1ccccc1)c1cccc2nsnc12	-3%	-5	75	80	22	120	10%	-22	120
CC1(C)CC(=O)C=C(NNC(=O)c2ccccc2O)C1	-144%	.	.	.	-10	170	-21%	10	170
COc1ccc(NC(=O)CN2CCN(CC(=O)Nc3ccccc3Cl)CC2)cc1	-1%	3	64	61	-6	106	-35%	6	106
O=C(CN1CCC(C(=O)c2ccc(F)cc2)CC1)Nc1ccccc1	-5%	-16	83	100	15	202	7%	-15	202
O=S(=O)(c1cccs1)N1CCc2ccccc21	-109%	18	98	81	-10	85	1%	10	85
CCOC(=O)c1cc2c(=O)n3cc(C)ccc3nc2n(Cc2cccnc2)c1=N	1%	-1	89	90	.	.	-20%	.	.
Cc1ccc(NC(=O)COC(=O)C2CC2C)c(S(=O)(=O)N2CCCCC2)c1 (configuration not stated)	-15%	12	88	76	7	173	-54%	-7	173
CC(NC(=O)c1ccc(S(=O)(=O)N(C)C)cc1)c1ccccc1 (configuration not stated)	-2%	14	101	87	-3	129	12%	3	129
CCn1c(O)c(/C=N/n2cnnc2)sc1=S	10%	-11	86	97	-6	145	15%	6	145
Oc1ccc(Br)cc1/C=N/N1CCN(Cc2ccccc2)CC1	-5%	.	.	.	9	157	21%	-9	157
O=C1c2cccnc2C(O)N1Cc1cccs1 (configuration not stated)	1%	8	88	80	?	.	11%	-48	115
Cc1cc2c(c(C)nn2-c2ccccc2)c(=O)o1	0%	-4	84	88	1	155	20%	-1	155
Cc1cc(Oc2ccc(C(C)(C)C)cc2)nc(N2CCOCC2)n1	1%	6	91	85	23	191	-52%	-23	191
Cc1ccc(-c2csc3nnc(SCC(=O)Nc4cccc(C)n4)n23)cc1	-10%	2	95	93	28	191	-42%	-28	191
COc1ccc(-c2nn3c(-c4cccc(C)c4)nnc3s2)cc1OC	.	.	.	.	0	129	.	0	129
CCOC(=O)N1CCN(C(=O)NC2CCCCC2)CC1	-12%	-8	98	106	0	167	-11%	0	167
O=C(NCCO)c1ccccc1O	3%	-7	95	102	3	203	13%	-3	203
CC(/C=N\N1CCN(c2ccc(Cl)cc2)CC1)=C\c1ccccc1	-4%	.	.	.	0	127	15%	0	127
CCOc1ccc(C2=Cc3cc(OC)c(OC)cc3C(=C(Cl)Cl)O2)cc1	0%	-16	43	60	27	180	-32%	-26	180
COc1cccc(NC(=O)Cn2nnc(C(=O)Nc3ccccc3)c2N)c1	-10%	10	89	79	-4	139	-8%	4	139
Cc1sc(NC(=O)c2ccco2)c(C(c2cccnc2)N2CCN(C)CC2)c1C (configuration not stated)	4%	2	84	82	-12	109	-45%	12	109
O=C(Nc1cccc(Cl)c1)N(CCN1CCOCC1)Cc1ccccc1F	5%	-24	51	75	-4	129	-34%	4	129
O=C(CSc1nnc(CNc2ccc(F)cc2)n1CC1CCCO1)Nc1ccccc1 (configuration not stated)	.	-4	80	84	9	75	.	-9	75
COc1cccc(C(=O)NCc2ccc(N3CCN(C(=O)OC(C)(C)C)CC3)cc2)c1	-5%	.	.	.	11	104	6%	-11	104
CCOC1(OCC)N=C(N)C2(C#N)C(c3ccc(NC(C)=O)cc3)C12C#N (configuration not stated)	-24%	-1	79	80	19	200	16%	-19	200
CC(C)(C)c1[nH]c2ccccc2c1/C=N/O	-3%	-1	85	86	24	147	-6%	-24	147
C=CCOc1c(Br)cc(CNc2nccs2)cc1OC	.	-7	73	80	6	175	.	-6	175
COc1ccc(NC(=S)NCC2CCCO2)c(OC)c1 (configuration not stated)	-5%	.	.	.	-2	151	6%	2	151
Cc1ccc2c(c1)NCCO2	0%	21	97	77	-2	184	11%	2	184
O=C1CN(C(=O)COc2ncnc3ccccc23)c2ccccc2N1	7%	5	93	88	0	180	-44%	0	180
COc1ccccc1NC(=O)Cc1nn(C)c(=O)c2ccccc12	31%	12	89	77	8	106	13%	-8	106
Fc1ccc(-c2nnc(Cc3nnc(-c4ccc(F)cc4)o3)o2)cc1	-93%	3	92	89	.	.	-45%	.	.
COc1ccc(CN2C3CCCC2CC(NC(=O)Nc2cccc(C)c2)C3)cc1 (configuration not stated)	.	0	74	74	1	152	.	-1	152

12 structures from above, sorted by length of the SMILES, ascending.
SMILES	Bcl-B TR3 displacers	MRP resist rev	MRP resist rev cytotoxicity	MRP resist rev with doxorubicin	IL1B NFkB pot	IL1B NFkB pot cell count 2 µM	PLAP inhibition	NFkB transloc inh	NFkB transloc inh cell count 2 µM
Cc1ccc2c(c1)NCCO2	0%	21	97	77	-2	184	11%	2	184
CC(C)(C)c1[nH]c2ccccc2c1/C=N/O	-3%	-1	85	86	24	147	-6%	-24	147
COc1ccc(NC(=S)NCC2CCCO2)c(OC)c1 (configuration not stated)	-5%	.	.	.	-2	151	6%	2	151
COc1ccccc1NC(=O)Cc1nn(C)c(=O)c2ccccc12	31%	12	89	77	8	106	13%	-8	106
O=C1CN(C(=O)COc2ncnc3ccccc23)c2ccccc2N1	7%	5	93	88	0	180	-44%	0	180
O=C(Nc1cccc(Cl)c1)N(CCN1CCOCC1)Cc1ccccc1F	5%	-24	51	75	-4	129	-34%	4	129
CC(/C=N\N1CCN(c2ccc(Cl)cc2)CC1)=C\c1ccccc1	-4%	.	.	.	0	127	15%	0	127
Fc1ccc(-c2nnc(Cc3nnc(-c4ccc(F)cc4)o3)o2)cc1	-93%	3	92	89	.	.	-45%	.	.
COc1ccc(CN2C3CCCC2CC(NC(=O)Nc2cccc(C)c2)C3)cc1 (configuration not stated)	.	0	74	74	1	152	.	-1	152
Cc1sc(NC(=O)c2ccco2)c(C(c2cccnc2)N2CCN(C)CC2)c1C (configuration not stated)	4%	2	84	82	-12	109	-45%	12	109
CCOC1(OCC)N=C(N)C2(C#N)C(c3ccc(NC(C)=O)cc3)C12C#N (configuration not stated)	-24%	-1	79	80	19	200	16%	-19	200
COc1cccc(C(=O)NCc2ccc(N3CCN(C(=O)OC(C)(C)C)CC3)cc2)c1	-5%	.	.	.	11	104	6%	-11	104

Later entries.
SMILES	Bcl-B TR3 displacers	MRP resist rev	MRP resist rev cytotoxicity	MRP resist rev with doxorubicin	IL1B NFkB pot	IL1B NFkB pot cell count 2 µM	PLAP inhibition	NFkB transloc inh	NFkB transloc inh cell count 2 µM
Cc1ccc(-c2c3c(=O)n(C)c(=O)n(C)c3cn2CCCN2CCOCC2)cc1	-2%	.	.	.	7	117	-71%	-7	117
CC1CCCN(C(c2cccs2)c2nnnn2Cc2ccccc2)C1 (configuration not stated)	-12%	9	96	88	-6	182	2%	6	182
O=C(O)COc1ccccc1C1C2C(=O)N(c3ccccc3)C(=O)C2ON1c1ccccc1 (configuration not stated)	0%	.	.	.	.	.	-26%	.	.
COc1ccc(S(=O)(=O)N(C)CC(=O)Nc2ccc(F)cc2)cc1	-8%	-1	87	88	12	124	-19%	-12	124
N#CC(=C=[N-])c1nc2ccccc2nc1-[n+]1ccccc1	-10%	.	.	.	-27	197	25%	27	197
Cc1cc(C)n(C(=O)CCCCCCCCC(=O)n2nc(C)cc2C)n1	3%	-11	90	100	-3	169	-21%	3	169
CCCSc1nnc(C(C)C)n1N	-15%	-10	101	111	12	52	-7%	-12	52
COc1ccc(CCNC(=O)c2nnn(-c3cc(C)cc(C)c3)c2N)cc1OC	-3%	-5	85	90	-13	186	8%	13	186
COc1ccc(C(=O)N2CC3(CC(c4cccc([N+](=O)[O-])c4)=NO3)C[C@H]2C(=O)NCC(N)=O)cc1 (some centres not stated)	6%	.	.	.	7	131	-46%	-7	131
N#C/C(=C(/O)c1ccco1)c1nc2ccccc2s1	5%	.	.	.	3	150	-2%	-3	150
COC(=O)c1[nH]c2cc(OC)ccc2c1NC(=O)CCN1CCCC(C)(C)C1	8%	.	.	.	6	160	-52%	-6	160
Cc1ccccc1OCc1nc2ccccc2c(=O)n1/N=C/c1ccco1	.	4	87	83	22	92	.	-22	92
CCCCc1c(O)nc(SCC(=O)c2ccccc2)[nH]c1=O	-4%	-5	101	106	16	110	7%	-16	110
O=C(NCc1ccoc1)c1ccc(NC(=O)c2ccccc2Cl)cc1	-4%	-8	69	77	6	136	27%	-6	136
O=C(NC1CCCCC1)C(Cc1ccccc1)N1C(=O)C2C3CCC(C3)C2C1=O (configuration not stated)	-3%	.	.	.	7	156	-16%	-7	156
O=C(CCN1C(=O)COc2ccccc21)N1CCN(c2ccccn2)CC1	-7%	-11	76	87	30	126	13%	-30	126
CCOC(=O)c1cnn(-c2nc(-c3ccccc3F)cs2)c1C(F)(F)F	2%	.	.	.	19	138	12%	-19	138
CCOC(=O)/C(=C\c1cccnc1)C(=O)c1cc(C(C)=O)c(Nc2ccccc2)s1	-16%	1	2	1	1	176	-43%	-1	176
Cc1c(NC(=O)COC(=O)C2CC3C=CC2C3)c(=O)n(-c2ccccc2)n1C (configuration not stated)	-2%	1	91	90	3	169	-14%	-3	169
COc1ccc(/C=N/O)cc1COc1ccc(NC(C)=O)cc1	.	-10	71	81	26	145	.	-26	145
Cc1ccccc1OCc1nnc2n1CC(C)S2 (configuration not stated)	0%	7	96	89	-20	56	10%	20	56
CCOC(=O)COc1c(OC)cc(Cl)cc1C1Nc2ccccc2C(=O)N1c1ccc(F)cc1 (configuration not stated)	0%	.	.	.	5	180	-38%	-5	180
CCn1c(Cc2ccccc2)nnc1SCC(=O)Nc1ccccc1	6%	3	90	87	-2	202	16%	2	202
COc1cc(S(=O)(=O)N2CCN(Cc3ccc4c(c3)OCO4)CC2)c(C)cc1C	0%	-12	68	81	.	.	-42%	.	.
CC1Sc2ccc(C(=O)O)cc2NC1=O (configuration not stated)	-9%	.	.	.	20	141	1%	-20	141
CC(=O)Nn1cc2c(c1-c1ccccc1)c(=O)n(C)c(=O)n2C	0%	4	103	99	12	193	-9%	-12	193
Cc1nn(Cc2ccc(Cl)c(Cl)c2)c(C)c1NC(=O)c1cc(-c2ccc3c(c2)OCO3)on1	-13%	-1	1	2	-19	96	17%	19	96
CSC(=Nc1ccccc1)C1=C(O)COC1=O	.	-10	85	95	-6	123	.	6	123
COc1cc2c(cc1OC)-c1cc(OCc3ccccc3Cl)nc(=O)n1CC2	-5%	7	94	87	6	149	12%	-6	149
Cc1cccc(C)c1NC(=O)C(NC=O)c1ccccc1 (configuration not stated)	3%	.	.	.	6	128	3%	-6	128
COc1ccc2[nH]c(=O)c(CN(C(=O)NC3CCCCC3)C3CCCC3)cc2c1	-8%	-18	74	92	2	79	-8%	-2	79
c1ccc(CCn2c(SCc3ccccc3)nnc2-c2ccncc2)cc1	.	2	59	57	13	109	.	-13	109
